# Screening results (PubChem BioAssay)
# SRC3 inh: SRC3 coactivator transcriptional activity inhibitors, primary screen, cell-based, luminescence | Nuclear receptor coactivator 3 (Homo sapiens), Q9Y6Q9 | HEK293 GAL4-SRC3 luciferase reporter | inhibition, % at 3.6 µM | hit rate 0.17% among 360,000;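 active means inhibition above a per-campaign cutoff, the mean of all compounds plus 3 SD, cut at about 60% in these data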;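 further: 0% = DMSO-treated cells and 100% = gossypol-treated cells at 36 µM; higher means less SRC3-driven luciferase light from the GAL4 reporter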
# LMP1 NFkB inh: EBV LMP1-driven NF-kappaB luciferase reporter inhibitors, primary screen, cell-based, luminescence, single point | LMP1-induced NF-kappaB luciferase reporter cells | inhibition, % at 12.5 µM | hit rate 0.69% among 350,000; in the data active means inhibition above about 41%;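 further: 0% = neutral control wells and 100% = reference inhibitor control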
# TLR9-MyD88 block: inhibitors of TLR9-MyD88 association in cells, primary screen, cell-based, CHO, BLA complementation, fluorescence | Toll-like receptor 9 (Homo sapiens) + Myeloid differentiation primary response protein … | CCF4 FRET ratio | inhibition, % at 4.98 µM | hit rate 0.21% among 340,000 | AID 504734, 2011;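 active means inhibition above the mean over all tested compounds plus 3 SD, cut at about 21% in these data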;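 further: 0% = DMSO only wells and 100% = clavulanate BLA inhibitor control wells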
# TWEAK Fn14 block: inhibitors of TWEAK-Fn14 signaling, primary screen, luciferase reporter cells, uHTS. TWEAK-stimulated Fn14 reporter cells, luciferase luminescence, 8 h. inhibition, % at 10 µM. hit rate 2% among 360,000. AID 1159606, 2016; in the data active means inhibition above about 50%
# SRC1 inh: SRC1 coactivator transcriptional activity inhibitors, primary screen, cell-based, luminescence; AID 588354, 2011; hit rate 0.12% among 360,000; Nuclear receptor coactivator 1 (Homo sapiens), Q15788; HEK293 GAL4-SRC1 luciferase reporter; inhibition, % at 3.6 µM;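 active means inhibition above the campaign mean plus 3 SD, with each screening campaign given its own cutoff, cut at about 60% in these data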;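 further: 0% = DMSO treated cells and 100% = gossypol at 36 µM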
# NR5A2 inv ag: LRH-1 (NR5A2) inverse agonists, primary screen, cell-based, luminescence, HEK293T, StAR-luciferase reporter; Nuclear receptor subfamily 5 group A member 2 (Homo sapiens), O00482; LRH-1 transfected, 24 h; inhibition, % at 3.6 µM; hit rate 0.13% among 360,000; AID 602396, 2012;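 active means inhibition above the mean inhibition of all tested compounds plus 3 SD, cut at about 73% in these data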;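 further: 0% = DMSO wells and 100% = reporter-only cells lacking LRH-1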
# NR2F2 inh: NR2F2 transcriptional activity inhibitors, primary screen, cell-based, luciferase reporter, HEK293T, luminescence; HEK293T NGFI-A luciferase reporter; COUP transcription factor 2 (Homo sapiens), P24468; hit rate 0.7% among 370,000; inhibition, % at 8.6 µM;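 active means inhibition above a per-plate cutoff, mean inhibition of test wells between control levels plus 3 SD, cut at about 38% in these data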;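 further: cells cotransfected with COUP-TFII expression vector driving the NGFI-A reporter; 0% = median of COUP-TF2 test wells and 100% = reporter-only cells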
# NCOA2 inhibitor: inhibition of GAL4-SRC2 driven luciferase reporter, primary screen, SRC2 inhibitor project, cell-based, luminescence. Nuclear receptor coactivator 2 (Homo sapiens), Q15596. HEK293 GAL4-SRC2 luciferase reporter. inhibition, % at 9 µM. hit rate 0.17% among 370,000. AID 651957, 2012;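 active means inhibition above the mean inhibition of all tested compounds plus 3 SD, set per campaign, cut at about 52% in these data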;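 further: 0% = DMSO treated cells and 100% = cells given Gossypol at 36 µM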
# TROY NFkB inh: inhibitors of TROY-driven NF-kB signaling, primary screen, Q293 LMP1-TROYcd cells, NF-kB luciferase, uHTS; Q293 LMP1-TROYcd NF-kB luciferase reporter, 4 h; inhibition, % at 10 µM; hit rate 0.98% among 360,000; AID 1347056, 2019;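 active means compounds whose plate-normalised and pattern-corrected inhibition of the luciferase reporter signal at the single screening dose is 50% or more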
# TRAIL sens C8: viability loss with TRAIL in NB7+C8 cells, primary screen, TRAIL sensitizer project, cell-based, ATPlite luminescence. inhibition (viability loss, TRAIL sensitization), % at 10 µM. AID 624354, 2012. hit rate 1% among 360,000;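 active means compounds causing at least 50% loss of cell viability in the single-dose screen, relative to plate controls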
# NOD2 RIPK2 PPI: NOD2-RIPK2 binding disruptors in cells, primary screen, fluorescence, CHO cells, BLA complementation | Receptor-interacting serine/threonine-protein kinase 2 (Homo sapiens), O43353 | CCF4 ratio | inhibition, % at 4.98 µM | hit rate 0.38% among 360,000 | AID 624267, 2012; in the data active means inhibition above about 21%;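 further: 0% = vehicle only and 100% = reference blocker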
# * = called active by the depositor; x = not tested or not shown. Some of the compounds tested (hit frequency here may not be typical).
SMILES,SRC3 inh,LMP1 NFkB inh,TLR9-MyD88 block,TWEAK Fn14 block,SRC1 inh,NR5A2 inv ag,NR2F2 inh,NCOA2 inhibitor,TROY NFkB inh,TRAIL sens C8,NOD2 RIPK2 PPI
CN(CC(=O)Nc1ccccc1C(F)(F)F)C(=O)C1=COCCO1,-4.7,3.7,2.5,6.0,-20.4,12.6,8.0,4.0,-17.3,-9.5,-1.5
O=C(c1ccc(Cl)c(S(=O)(=O)N2CCCC2)c1)N1CCN(c2ncccn2)CC1,-1.4,3.9,-6.2,19.4,4.0,3.1,22.3,12.1,-17.0,-2.4,5.3
CCn1cc(C(=S)N2CCC(C(N)=O)CC2)c2ccccc21,3.3,2.7,2.0,8.8,-2.4,15.0,7.2,23.3,8.3,-16.3,-2.8
Cc1cccc(NC(=O)NCCN2CCN(c3ccccc3)CC2)c1C,-12.6,-0.2,5.7,20.4,4.3,22.4,12.0,-14.2,-13.5,-7.9,1.9
C1CCN(c2nc3nonc3nc2N2CCCCC2)CC1,5.9,7.8,-19.2,-1.6,21.9,3.0,x,x,-21.2,10.2,11.5
CCn1c(=NC(=O)C2COc3ccccc3O2)sc2c(OC)ccc(OC)c21 (stereo not drawn),12.8,2.6,1.4,-34.8,-2.2,11.9,11.5,0.4,-33.4,-3.5,-19.2
CCN=C1SC(C(N)=O)CC(=O)N1CC (stereo not drawn),-23.8,2.4,0.2,4.5,-0.2,-9.2,16.5,6.0,11.1,-6.2,-1.1
CCCOc1ccc(/C(O)=C2/C(=O)C(=O)N(CCN3CCOCC3)C2c2ccccc2)cc1 (stereo not drawn),-5.9,-7.2,3.1,-20.9,10.3,-4.6,0.0,3.2,1.2,-3.3,-5.0
O=C(CSc1nc2ccccc2c(=O)n1-c1ccc(F)cc1F)Nc1ccc(N2CCOCC2)cc1,5.8,14.7,-9.1,5.8,-17.6,23.7,6.8,-6.8,-14.6,16.5,1.0
C=CCn1cc(C(=O)NCCN(CC)CC)c(=O)c2cc(S(=O)(=O)N3CCCCCC3)ccc21,-15.1,9.6,0.5,5.9,14.1,-1.3,-7.3,-0.3,-14.3,-5.3,-1.9
CCOC(=O)c1c(NC(=O)C2=COCCO2)sc2c1CCN(C(=O)OC)C2,-6.0,3.7,5.1,7.9,-4.5,13.7,-7.6,35.2,4.4,4.3,-14.0
COc1cc(SC)ccc1C(=O)N1CCN(c2ccc(O)cc2)CC1,-12.7,9.2,-2.9,-18.1,-19.9,-6.3,4.5,1.4,12.9,-7.1,4.0
Cn1c(CCC(=O)OCC(=O)NCC(F)(F)F)nc(=O)c2ccccc21,3.5,-7.8,11.8,-3.5,-12.1,17.6,14.7,-0.6,1.7,0.2,0.8
CC(CN1C(C)CCCC1C)OC(=O)c1ccc(F)cc1 (stereo not drawn),0.3,0.3,1.7,-10.2,-1.9,-0.9,-0.3,1.8,12.6,-5.0,-6.6
CC1=C(C(=O)N2CCOCC2)CC(CC(=O)NCC2CCCCC2)C(=O)N1CCCN1CCCC1=O (stereo not drawn),8.7,2.6,-4.1,-11.9,-8.0,2.6,-10.4,17.0,-6.6,-7.1,-0.1
O=S(=O)(c1ccc(Cl)cc1)N1CCSC1c1ccco1 (stereo not drawn),4.5,-1.1,3.4,3.0,-3.2,-6.6,1.5,4.8,66.7*,3.1,-4.8
COc1ccc(C(=O)N2CCCC(Nc3ccc(C)c(C)c3)C2)cc1 (stereo not drawn),17.6,0.2,-3.0,3.2,5.4,-11.2,-1.2,-22.3,-14.9,-19.9,8.1
CCCCN(C(=O)c1ccc([N+](=O)[O-])s1)c1c(N)n(CC(C)C)c(=O)[nH]c1=O,2.0,-2.2,7.1,-0.2,-1.7,-4.9,21.2,-3.6,-5.9,-12.7,0.4
C=CCn1c(COc2ccccc2F)nnc1SCC(=O)Nc1cc2oc3ccccc3c2cc1OC,1.8,1.4,-1.3,19.8,-0.7,-19.1,10.9,-14.6,11.6,17.1,-8.5
COc1cc(NC(=O)CSc2nc3ccccc3cc2C)c(C(=O)O)cc1OC,18.4,-4.0,-2.0,-7.8,-0.6,-6.8,-6.6,-19.8,-14.9,5.2,6.0
CCOC(=O)c1c(CSc2ccccc2)oc2ccc(O)cc12,14.5,11.1,3.7,34.3,7.5,-32.6,12.0,14.1,17.9,-5.4,10.1
CC1(C(=O)NS(=O)(=O)c2cccc(Cl)c2)CCN1C(=O)C/C=C/c1ccccc1 (stereo not drawn),-6.7,x,x,-11.7,5.8,2.6,-9.0,13.4,-3.5,-12.3,-29.6
CCN(CC)c1ccc(N=Cc2cc(Br)ccc2O)cc1,11.6,29.6,-11.2,18.4,-3.1,10.4,11.4,23.2,-5.3,-6.4,2.5
O=C(COc1ccccc1F)N/N=C1\CCCc2ccccc21,-53.4,-19.8,-13.6,-38.6,-82.0,-34.4,-16.6,-26.0,-68.5,1.3,6.5
Cc1ccc(Nc2cc(-n3nc(C)cc3C)ncn2)cc1,2.5,-7.9,-2.0,8.1,-0.4,11.1,-16.6,-4.8,-15.9,-3.5,-0.8
CC1(NC(=O)c2cccc(S(=O)(=O)N3CCCc4ccccc43)c2)CCS(=O)(=O)C1 (stereo not drawn),0.3,1.9,-4.0,4.8,5.1,6.3,-33.6,-21.6,11.8,-17.4,2.5
O=C(Nc1ccc2ccccc2c1)C(c1ccccc1F)n1c(=O)c(-c2cc3ccccc3[nH]2)nc2ccccc21 (stereo not drawn),x,x,x,x,x,-5.3,-6.6,-21.2,x,-23.8,44.9*
COc1cccc(NC(=O)c2ccc(CN3CCc4ccccc4C3)cc2)c1,-4.5,-4.0,5.6,0.7,-6.0,0.7,54.0*,-22.8,-23.8,17.9,3.0
Cc1c(Cl)cccc1NC(=S)N(Cc1ccccc1)Cc1cccnc1,8.8,10.1,3.7,31.9,-6.8,6.2,2.0,7.8,0.5,-6.0,-10.3
O=C(NC(=S)N1CCN(c2ccccc2)CC1)c1ccc(S(=O)(=O)N2CCOCC2)cc1,6.7,0.3,-3.9,6.0,1.5,-7.9,-6.9,3.1,11.2,-18.4,-12.4
CC[C@@H]1CCCCc2ccccc2[C@@H](C(=O)C[C@H](O)CC(C)=O)OC1=O,-10.4,-0.7,-4.6,4.1,-17.6,-6.0,-3.7,11.6,-6.3,8.3,5.6
COc1ccc(OCCn2ccnc2)cc1,-5.4,1.4,1.2,-2.9,19.2,7.7,22.7,-2.9,-3.6,4.1,1.6
N#Cc1cc2cc3c(cc2nc1SCC(=O)N1CCOCC1)OCO3,-104.1,1.4,-2.0,39.5,-79.3,-81.3,-43.5,-77.0,41.6,2.3,6.4
CC(=O)Nc1nc(-c2cc([N+](=O)[O-])cs2)cs1,10.8,-5.0,5.2,9.8,-0.3,-16.0,-18.6,0.9,1.6,1.5,1.9
CCCOc1ccc(Cc2nn3c(=O)/c(=C/c4ccco4)sc3nc2=O)cc1,1.7,-1.7,-4.0,25.0,-25.3,-4.8,-2.9,13.1,-5.0,-4.6,-1.2
OC(CC#CCN1CCCC1)(c1ccccc1)c1ccccc1,23.5,8.3,9.8,0.4,-16.5,6.6,16.8,1.4,-12.6,0.2,-1.4
O=C(Nc1ccc(NC(=O)c2cccs2)cc1)c1ccc2c(c1)OCO2,2.9,-8.9,0.9,-14.7,-4.5,-22.1,2.4,5.9,-4.5,0.8,9.0
Cc1ccc([C@@H]2CC=C(C(=O)O)[C@H](c3cccc(Cl)c3)N2S(=O)(=O)c2ccc(C)cc2)cc1,2.6,-6.4,2.9,10.2,-7.0,-4.8,-7.0,-8.5,24.8,2.5,-3.6
C=CCn1c(C)nnc1SCC(=O)Nc1nc(C)c(C(=O)N(C)C)s1,9.3,-2.3,1.5,-9.1,-22.3,-11.8,14.1,2.3,1.8,-23.8,-4.6
CCO[C@H]1OC(C(=O)NC2CC2)=C[C@@H](c2csc3ccccc23)[C@@H]1CCCO,-5.5,-16.1,2.7,16.2,-22.8,-8.3,5.2,4.2,-0.7,1.7,-1.1
CCOc1ccc(NC(=O)CN(C)C(=O)CCSc2ccc(F)cc2)cc1OCC,3.9,3.4,-10.1,-18.2,-2.6,-9.0,1.6,5.9,7.3,5.7,-4.1
Cc1cc(NC(=O)CSc2nc(=O)n3cccc(C)c3n2)no1,-34.0,-3.5,-5.8,-2.9,-8.7,8.9,-4.6,4.2,-13.5,3.9,-5.3
COC(=O)c1ccccc1NC(=O)Oc1ccc(C(C)C)cc1,15.0,5.4,-2.5,13.2,-15.6,-1.3,x,x,-10.8,-13.9,-0.1
Cc1ccccc1NC(=O)c1nc2nccc(C)n2n1,-53.7,-5.4,0.6,-9.4,-63.6,-74.0,x,x,-43.9,-13.0,-16.0
Cc1ccc(N(CC(=O)Nc2c(C)n(C)n(-c3ccccc3)c2=O)S(C)(=O)=O)cc1C,6.5,2.9,-1.9,5.3,-29.2,-2.0,7.5,-6.1,-0.3,-17.1,-9.5
O=C(NC1=NCCS1)C1Cc2ccccc2CN1C(=O)c1ccccc1 (stereo not drawn),-24.5,-6.0,-5.1,0.6,-15.0,-24.2,-19.9,-59.6,-2.2,0.6,-0.8
Cc1cc(Br)cc2c(C(=O)NCC3CCCO3)cc(-c3ccccc3)nc12 (stereo not drawn),-1.9,-48.0,2.5,-28.4,6.4,8.4,0.6,-18.4,-25.4,-15.2,-12.7
Oc1ccc(/C=N/Nc2ccc(C(F)(F)F)cn2)cc1,-78.3,-6.4,-4.4,6.2,-147.3,-121.0,-40.0,-75.2,-35.6,7.0,-4.7
COc1ccccc1/C=C(/C(=O)NCCCn1ccnc1)c1ccccc1,9.6,0.8,-5.5,6.0,-8.1,0.0,7.2,3.3,-11.4,-5.3,-4.8
CC1CC(C)CN(C(=O)Cn2c(=O)n(CCCCC(=O)NC3CCCC3)c(=O)c3ccccc32)C1 (stereo not drawn),-1.0,0.5,-4.1,11.5,3.1,9.9,6.4,-2.5,3.8,6.1,-2.3
COC(=O)c1ccc(COc2cc(O)c3c(c2)OC(C)(C)CC3=O)cc1,-17.4,0.3,-2.1,-12.3,-5.2,-38.0,10.7,-4.4,x,-4.5,-10.5
